Source: PubChem BioAssay (several laboratories)
p47phox inh: blocks human p47phox regulatory protein of NADPH oxidases; p47phox/p22phox peptide binding, fluorescence polarization, 2 h; inhibition, % at 24.7 µM; 220,000 tested, 0.53% active; AID 1274;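 active means inhibition above about 30%, limit read from the data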;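 further: 0% = p47phox with labelled peptide and 100% = labelled peptide alone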
Target sequence (P14598 whole entry, looked up): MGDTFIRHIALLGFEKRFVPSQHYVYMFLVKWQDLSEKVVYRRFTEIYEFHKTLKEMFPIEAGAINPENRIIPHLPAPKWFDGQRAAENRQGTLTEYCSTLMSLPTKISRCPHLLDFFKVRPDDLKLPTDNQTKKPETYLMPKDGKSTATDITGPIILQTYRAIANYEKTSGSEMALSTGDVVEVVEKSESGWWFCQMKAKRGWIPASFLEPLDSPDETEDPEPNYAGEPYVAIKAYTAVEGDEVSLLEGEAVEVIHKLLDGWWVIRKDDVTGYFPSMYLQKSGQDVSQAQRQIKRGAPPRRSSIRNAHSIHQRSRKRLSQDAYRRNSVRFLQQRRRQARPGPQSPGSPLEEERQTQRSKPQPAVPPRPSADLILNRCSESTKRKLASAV
EP2 antag: blocks the human prostaglandin E2 receptor EP2; P43116; AID 1422; inhibition, % at 25 µM; C6 glioma cells expressing human EP2, cAMP TR-FRET; cells stimulated with saturating PGE2; 260,000 tested, 0.52% active;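 active means percent inhibition above 40 after rounding to a whole number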;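 further: rat C6 glioma host cells with rolipram phosphodiesterase inhibitor present; the protocol text gives 20 µM as final concentration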
Target sequence (P43116 whole entry, looked up): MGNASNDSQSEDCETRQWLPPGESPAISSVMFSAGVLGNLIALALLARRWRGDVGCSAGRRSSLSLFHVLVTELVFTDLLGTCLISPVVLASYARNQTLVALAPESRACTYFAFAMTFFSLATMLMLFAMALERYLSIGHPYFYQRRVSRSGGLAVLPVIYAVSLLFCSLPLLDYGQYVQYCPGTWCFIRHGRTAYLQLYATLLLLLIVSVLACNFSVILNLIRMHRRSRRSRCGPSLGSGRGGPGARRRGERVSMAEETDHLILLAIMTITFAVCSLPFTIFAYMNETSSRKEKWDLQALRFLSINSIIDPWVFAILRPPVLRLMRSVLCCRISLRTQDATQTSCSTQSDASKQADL
PPC-1+TRAIL kill: compounds killing PPC-1 cancer cells with TRAIL present (potentiator screen, no TRAIL-free arm); cell killing (% activity), % at 4 µM; 220,000 tested, 0.41% active; PPC-1 cells + TRAIL, ATPLite viability luminescence; AID 1443;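 active means cell killing above 50% in the first pass at 4 µM, then a duplicate retest at 5 µM averaging 50% or more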;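 further: plate controls were cells with TRAIL plus DMSO for no effect and medium-only wells lacking cells for full effect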
An asterisk follows results filed as active; . = no result given; & = joins results of further samples.

SMILES: CCC(C)C(=O)c1c(O)c(C)c2oc3c(C)c(O)c(C(=O)C(C)CC)c(O)c3c2c1O (configuration not stated)
  p47phox inh: .; EP2 antag: 9; PPC-1+TRAIL kill: .
SMILES: CN1CC[C@@]2(C)c3cc(O)ccc3N(C)C12 (some centres not stated)
  p47phox inh: .; EP2 antag: 15; PPC-1+TRAIL kill: .
SMILES: CN(C)CCCc1c[nH]c2ccccc12
  p47phox inh: .; EP2 antag: 12; PPC-1+TRAIL kill: .
SMILES: C[N+]1([O-])[C@@H]2CC[C@H]1CC(OC(=O)[C@@H](CO)c1ccccc1)C2 (some centres not stated)
  p47phox inh: .; EP2 antag: 7; PPC-1+TRAIL kill: .
SMILES: C[C@]12CC[C@H]3[C@@H](CCC4C[C@H](O)CC[C@@]43C)[C@@H]1CC[C@@H]2O (some centres not stated)
  p47phox inh: .; EP2 antag: 10; PPC-1+TRAIL kill: .
SMILES: C[C@H]1O[C@@H](O[C@H]2[C@@H](O)C[C@H](O[C@H]3[C@@H](O)C[C@H](O[C@H]4CC[C@]5(C)C6CC[C@]7(C)[C@@H](C8=CC(=O)OC8)CC[C@]7(O)C6CC[C@@H]5C4)O[C@@H]3C)O[C@@H]2C)C[C@H](O)[C@@H]1O (some centres not stated)
  p47phox inh: .; EP2 antag: 12; PPC-1+TRAIL kill: .
SMILES: CN(C)CCC(C#N)(c1ccccc1)c1ccccc1
  p47phox inh: .; EP2 antag: 9; PPC-1+TRAIL kill: .
SMILES: O=C(O)[C@H]1[O][Sb][O][C@@H](C(=O)O)C1O (some centres not stated)
  p47phox inh: .; EP2 antag: 39; PPC-1+TRAIL kill: .
SMILES: CC1(C)C(=O)C=C[C@@]2(C)C1C[C@@H](O)[C@]1(C)C2CC[C@@]2(C)[C@H](c3ccoc3)OC(=O)[C@H]3O[C@]321 (some centres not stated)
  p47phox inh: .; EP2 antag: 18; PPC-1+TRAIL kill: .
SMILES: CCCCCCCCCCCCCC(=O)O[C@@H]1[C@@H](C)[C@@]2(O)[C@@H](C=C(CO)C[C@@]3(O)C(=O)C(C)=C[C@@H]23)C2C(C)(C)[C@@]21OC(C)=O (some centres not stated)
  p47phox inh: .; EP2 antag: 18; PPC-1+TRAIL kill: .
SMILES: Cc1ccc(C2=CCN(CC(=O)Nc3ncc(C)s3)CC2)o1
  p47phox inh: .; EP2 antag: 8; PPC-1+TRAIL kill: .
SMILES: N#CS.N=C=S.N=C=S.[Cu].[NH2-].[NH2-].[NH2-].[NH2-].c1ccc2ncccc2c1
  p47phox inh: .; EP2 antag: 22; PPC-1+TRAIL kill: .
SMILES: CCOc1ccc(-n2c(/C=C/c3ccc([N+](=O)[O-])o3)nc3ccccc3c2=O)cc1
  p47phox inh: .; EP2 antag: 6; PPC-1+TRAIL kill: .
SMILES: CC(=O)O.CC(=O)O.[Cd]
  p47phox inh: .; EP2 antag: 9; PPC-1+TRAIL kill: .
SMILES: Oc1ccc2c3c1O[C@H]1c4[nH]c5c(c4C[C@@]4(O)[C@@H](C2)N(CC2CC2)CC[C@]314)C[C@@]1(O)[C@H]2Cc3ccc(O)c4c3[C@@]1(CCN2CC1CC1)[C@H]5O4
  p47phox inh: .; EP2 antag: 12; PPC-1+TRAIL kill: .

SMILES: CC(N)Cc1c[nH]c2ccc(OCc3cccs3)cc12 (configuration not stated)
  p47phox inh: .; EP2 antag: 17&9; PPC-1+TRAIL kill: .
SMILES: O=C(O)c1cc(N=Nc2ccc([As](=O)(O)O)cc2)ccc1O
  p47phox inh: .; EP2 antag: 43*; PPC-1+TRAIL kill: .
SMILES: C=C[C@H]1CN2CC[C@H]1C[C@@H]2[C@@H](OC(=O)OCC)c1ccnc2ccc(OC)cc12
  p47phox inh: .; EP2 antag: 9; PPC-1+TRAIL kill: .
SMILES: Oc1ccc2c3c1O[C@H]1[C@@H](O)CC[C@@]4(O)C(C2)N(CC2CCC2)CCC314 (some centres not stated)
  p47phox inh: .; EP2 antag: 12; PPC-1+TRAIL kill: .
SMILES: CC(C)(C)c1cc(C=C(C#N)C#N)cc(C(C)(C)C)c1O
  p47phox inh: .; EP2 antag: 15; PPC-1+TRAIL kill: .
SMILES: N[C@@H](CSC1c2ccccc2-c2ccccc21)C(=O)O
  p47phox inh: .; EP2 antag: 6; PPC-1+TRAIL kill: .
SMILES: CCC(C)C(=O)O[C@@H]1C[C@@]2(C)[C@H](c3ccoc3)OC(=O)CC23OC2(C)OC34[C@H](OC(=O)C(C)C)[C@@]3(O)[C@@H](OC(=O)C5(C)OC5C)[C@@]5(C)C[C@]3(O)[C@@](C)([C@H]5CC(=O)OC)C14O2 (some centres not stated)
  p47phox inh: .; EP2 antag: 10; PPC-1+TRAIL kill: .
SMILES: NCCc1c[nH]c2ccc(C(N)=O)cc12
  p47phox inh: .; EP2 antag: 9; PPC-1+TRAIL kill: .
SMILES: COc1cc(/C=C2/C(=O)NC(=O)N(C3CCCCC3)C2=O)cc(OC)c1OC
  p47phox inh: .; EP2 antag: 12; PPC-1+TRAIL kill: .
SMILES: COc1nc(C)c(CC(=O)N(CCN(C)C)C2CCN(C)CC2)c(OC)n1
  p47phox inh: .; EP2 antag: 3; PPC-1+TRAIL kill: .
SMILES: O=C1CCO1
  p47phox inh: .; EP2 antag: 11; PPC-1+TRAIL kill: .
SMILES: COc1cc2c3cc1Oc1c(OC)c(OC)cc4c1[C@@H](Cc1cccc(c1)Oc1ccc(c(O)c1)C[C@@H]3N(C)CC2)N(C)CC4
  p47phox inh: .; EP2 antag: 16; PPC-1+TRAIL kill: .
SMILES: CC12NC(Cc3ccccc31)c1ccccc12 (configuration not stated)
  p47phox inh: .; EP2 antag: 13; PPC-1+TRAIL kill: .
SMILES: CCCOc1c(CN2C3CCC2CC(O)(c2ccc(OC)cc2)C3)cccc1OC (configuration not stated)
  p47phox inh: .; EP2 antag: 5; PPC-1+TRAIL kill: .
SMILES: C[N+]1(C)C2CC(OC(=O)[C@@H](CO)c3ccccc3)CC1C1OC12 (some centres not stated)
  p47phox inh: .; EP2 antag: 5; PPC-1+TRAIL kill: .

Laid out differently: entries from further up
compound | p47phox inh | EP2 antag | PPC-1+TRAIL kill
O=C(O)c1cc(N=Nc2ccc([As](=O)(O)O)cc2)ccc1O | . | 43* | .
C=C[C@H]1CN2CC[C@H]1C[C@@H]2[C@@H](OC(=O)OCC)c1ccnc2ccc(OC)cc12 | . | 9 | .
Oc1ccc2c3c1O[C@H]1[C@@H](O)CC[C@@]4(O)C(C2)N(CC2CCC2)CCC314 (some centres not stated) | . | 12 | .
CC(C)(C)c1cc(C=C(C#N)C#N)cc(C(C)(C)C)c1O | . | 15 | .
N[C@@H](CSC1c2ccccc2-c2ccccc21)C(=O)O | . | 6 | .
CCC(C)C(=O)O[C@@H]1C[C@@]2(C)[C@H](c3ccoc3)OC(=O)CC23OC2(C)OC34[C@H](OC(=O)C(C)C)[C@@]3(O)[C@@H](OC(=O)C5(C)OC5C)[C@@]5(C)C[C@]3(O)[C@@](C)([C@H]5CC(=O)OC)C14O2 (some centres not stated) | . | 10 | .
NCCc1c[nH]c2ccc(C(N)=O)cc12 | . | 9 | .
COc1cc(/C=C2/C(=O)NC(=O)N(C3CCCCC3)C2=O)cc(OC)c1OC | . | 12 | .
COc1nc(C)c(CC(=O)N(CCN(C)C)C2CCN(C)CC2)c(OC)n1 | . | 3 | .
O=C1CCO1 | . | 11 | .
COc1cc2c3cc1Oc1c(OC)c(OC)cc4c1[C@@H](Cc1cccc(c1)Oc1ccc(c(O)c1)C[C@@H]3N(C)CC2)N(C)CC4 | . | 16 | .
CC12NC(Cc3ccccc31)c1ccccc12 (configuration not stated) | . | 13 | .
CCCOc1c(CN2C3CCC2CC(O)(c2ccc(OC)cc2)C3)cccc1OC (configuration not stated) | . | 5 | .

Continuation.
SMILES: ClC1=C(Cl)C2(Cl)C3C(Cl)C=CC3C1(Cl)C2(Cl)Cl (configuration not stated)
  p47phox inh: .; EP2 antag: 9; PPC-1+TRAIL kill: .
SMILES: Cc1[nH]c2c(C)cccc2c1CC(=O)N(CCN(C)C)Cc1ccc(F)cc1
  p47phox inh: .; EP2 antag: 11; PPC-1+TRAIL kill: .
SMILES: COC(=O)C1=C(c2cc3ccccc3o2)C[C@@H]2CC[C@H]1N2C(=O)N1CCCCC1
  p47phox inh: .; EP2 antag: 5; PPC-1+TRAIL kill: .
SMILES: CN(C)CCN(Cc1ccc(F)cc1)C(=O)Cc1n[nH]c(=O)c2ccccc12
  p47phox inh: .; EP2 antag: 3; PPC-1+TRAIL kill: .
SMILES: O=C(O)C[SH+]CC(=O)O.O=C(O)C[SH+]CC(=O)O.[Cu]
  p47phox inh: .; EP2 antag: 44*; PPC-1+TRAIL kill: .
SMILES: C#CCOc1ccc(CN2C3CCC2CC(O)(c2ccccc2F)C3)cc1OC (configuration not stated)
  p47phox inh: .; EP2 antag: 5; PPC-1+TRAIL kill: .
SMILES: CCC/C=C(\CCC)C(NP(=O)(c1ccccc1)c1ccccc1)c1ccccc1 (configuration not stated)
  p47phox inh: .; EP2 antag: 1; PPC-1+TRAIL kill: .
SMILES: O=C(CN1C2CCC1CC(O)(c1ccccn1)C2)N1CCCCCC1 (configuration not stated)
  p47phox inh: .; EP2 antag: 10; PPC-1+TRAIL kill: .
SMILES: COC(=O)C1=C(c2cc3ccccc3o2)C[C@@H]2CC[C@H]1N2C(=O)NC1CCCCC1
  p47phox inh: .; EP2 antag: 10; PPC-1+TRAIL kill: .
SMILES: CCn1nc(-c2cccs2)nc2c(=O)n(C)c(=O)nc1-2
  p47phox inh: -5; EP2 antag: .; PPC-1+TRAIL kill: 39
SMILES: O=C(Nc1cccc(Cl)c1)c1c(O)c2c(n(Cc3ccco3)c1=O)CCCC2
  p47phox inh: .; EP2 antag: 6; PPC-1+TRAIL kill: 13
SMILES: COCCOC(=O)C1=C(N)Oc2c(c(=O)oc3ccccc23)[C@@]12C(=O)Nc1ccccc12
  p47phox inh: -5; EP2 antag: 5; PPC-1+TRAIL kill: 21

This is a subset. The share of hits here may be higher or lower than overall.
